PREPL inh – inhibitors of human prolyl oligopeptidase-like enzyme PREPL; Q4J6C6; recombinant PREPL, fluorescence polarization activity-based probe; inhibition, % at 5.96 µM; hit rate 0.68% among 320,000; in the data active means inhibition above about 43%;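 further: 0% = enzyme with DMSO and 100% = wells lacking enzyme; many of its hits are not listed in these tables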
ZTA DNA inh – ZTA (EBV) inhibition in EBNA-1 counter-screen; P03206; ZTA-DNA binding, fluorescence polarization; inhibition, % at 11 µM; hit rate 0.15% among 320,000; AID 2234; in the data active means inhibition above about 33%
LYPLA2 counter – blocks human lysophospholipase 2, a PME1 counter-screen | recombinant LYPLA2, FP-Rh probe fluorescence polarization | inhibition, % at 5.9 µM | hit rate 0.38% among 320,000;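 active means inhibition above the screen-wide mean plus 3 SD, limit set per campaign, cut at about 26% in these data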;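 further: 0% = LYPLA2 with DMSO and 100% = wells lacking LYPLA2 enzyme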
LYPLA1 inh – blocks human lysophospholipase 1, a PME1 counter-screen | AID 2174 | inhibition, % at 5.9 µM | O75608 | recombinant LYPLA1, FP-Rh probe fluorescence polarization | hit rate 0.16% among 320,000;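 active means inhibition above the mean of all tested compounds plus 3 SD, set per campaign, cut at about 14% in these data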;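 further: inhibitors block serine hydrolase probe labeling of LYPLA1 so polarization falls; 0% = enzyme with DMSO and 100% = wells lacking LYPLA1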
Target sequence (O75608 whole entry, looked up): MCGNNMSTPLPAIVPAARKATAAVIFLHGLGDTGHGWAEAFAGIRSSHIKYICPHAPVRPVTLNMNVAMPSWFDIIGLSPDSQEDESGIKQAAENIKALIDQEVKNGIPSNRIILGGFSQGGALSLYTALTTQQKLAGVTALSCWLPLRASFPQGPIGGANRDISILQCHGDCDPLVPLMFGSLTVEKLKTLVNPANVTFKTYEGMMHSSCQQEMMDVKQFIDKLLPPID
PAFAH1B3 FP inh – blocks human PAF acetylhydrolase 1B catalytic subunit 3. inhibition, % at 3.39 µM. hit rate 0.28% among 340,000. Q15102. recombinant PAFAH1B3, FP-rhodamine probe, fluorescence polarization. AID 492972;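 active means inhibition above the screen-wide average of all tested compounds plus 3 SD, cut at about 25% in these data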;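 further: 0% = enzyme with DMSO only and 100% = wells lacking PAFAH1B3 protein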
EBNA-1 inhibitor – blocks EBNA-1 binding to DNA | EBNA-1 DNA binding, fluorescence polarization | inhibition, % at 14.8 µM | hit rate 0.34% among 300,000; in the data active means inhibition above about 28%
PAFAH1B2 inh – inhibitors of human PAFAH1B2; inhibition, % at 3.39 µM; recombinant PAFAH1B2, FP-rhodamine activity probe, fluorescence polarization; hit rate 1.2% among 340,000; P68402;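 active means inhibition above the mean of all tested compounds plus 3 SD, cut at about 24% in these data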;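 further: 0% = enzyme with DMSO and 100% = wells lacking PAFAH1B2; many of its hits are not listed in these tables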
Target sequence (P68402 whole entry, looked up): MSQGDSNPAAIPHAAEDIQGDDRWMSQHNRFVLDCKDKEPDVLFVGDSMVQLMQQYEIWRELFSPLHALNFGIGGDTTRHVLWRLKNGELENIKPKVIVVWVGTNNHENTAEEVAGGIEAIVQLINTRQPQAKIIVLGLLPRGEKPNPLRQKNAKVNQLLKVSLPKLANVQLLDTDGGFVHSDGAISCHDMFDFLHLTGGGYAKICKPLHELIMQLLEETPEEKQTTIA
pPAFAH FP inh – pPAFAH (human) enzyme inhibition. recombinant pPAFAH, FP-rhodamine probe fluorescence polarization. inhibition, % at 3.39 µM. hit rate 1.5% among 330,000;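 active means inhibition above the mean inhibition across the screen plus 3 SD, cut at about 25% in these data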;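 further: inhibitors block binding of the rhodamine activity-based probe so polarization drops; 0% = enzyme with DMSO and 100% = wells lacking pPAFAH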
PAFAH2 inh – inhibitors of human PAFAH2; Q99487; recombinant PAFAH2, FP-rhodamine activity probe, fluorescence polarization; inhibition, % at 3.39 µM; hit rate 0.99% among 340,000; AID 492956;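 active means inhibition above the mean over all tested compounds plus 3 SD, cut at about 30% in these data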;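 further: inhibitors block probe labeling of enzyme so polarization drops; 0% = enzyme with DMSO and 100% = wells lacking PAFAH2 protein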
Numbers without * were called inactive; x = no result given. This is a subset; the hit share may differ from the screen's.

canonical_smiles,PREPL inh,ZTA DNA inh,LYPLA2 counter,LYPLA1 inh,PAFAH1B3 FP inh,EBNA-1 inhibitor,PAFAH1B2 inh,pPAFAH FP inh,PAFAH2 inh
Cc1ccc(-c2csc(N/N=C/c3ccco3)n2)c(C)c1,7.5,10.2,1.7,-4.2,-2.9,6.1,-2.2,3.8,-1.2
COc1ccc(OC)c(CNC(=O)C2CCCN(S(=O)(=O)N3CCC(C)CC3)C2)c1 (configuration not stated),3.5,-2.9,2.0,1.2,-0.5,-4.8,2.9,1.9,-6.3
O=[N+]([O-])c1ccccc1S(=O)(=O)N1CCN(CC2CC3C=CC2C3)CC1 (configuration not stated),-8.5,5.5,6.0,0.5,5.5,-7.9,5.0,2.2,10.2
COc1ccc2oc(=O)c(N3C(=O)c4ccccc4C3=O)cc2c1,-4.2,-0.3,16.1,4.5,5.2,10.1,0.4,3.1,-4.0
O=C(NCCC(=O)N1CCN(c2ccccn2)CC1)c1ccc(Br)cc1,-25.6,-9.9,-0.9,4.4,3.5,-9.2,13.2,-1.6,9.5
Cc1ccc(C)c(C(=O)COC(=O)c2ccc(Br)o2)c1,6.1,-13.6,8.5,3.0,13.0,2.3,-6.8,1.2,-9.8
O=C(Oc1ccc2c(c1)OCO2)C12CC3CC(CC(C3)C1)C2,-8.0,-15.3,3.4,-1.9,2.4,1.9,5.7,0.5,-3.4
CSCc1cc(N(C)C)nc(SCc2ccc(Cl)c(Cl)c2)n1,22.6,-1.0,-9.1,-8.1,11.1,-8.0,4.5,3.0,-2.0
CN(C)S(=O)(=O)c1ccc(C(=O)NNC(=O)c2ccccc2-n2cccc2)cc1,1.6,10.2,2.1,-0.3,-2.2,x,2.8,1.7,-0.7
Cc1cc(/C=N/n2cnnc2)c(C)n1-c1cc(Cl)ccc1Cl,0.9,-0.7,3.8,-4.0,-0.9,-2.9,6.3,10.5,10.1
CCCCN1C(=O)C(O)(CC(=O)c2ccco2)c2cc(Br)ccc21 (configuration not stated),19.8,-5.5,3.7,-0.8,-6.7,-18.5,3.4,6.3,3.3
COc1ccc(CN2CCN(C(=O)Cn3c(=O)oc4cc(Cl)ccc43)CC2)c(OC)c1OC,8.9,-1.5,3.6,0.6,2.8,2.5,6.5,3.4,1.9
Cc1cccn2c(=O)c(C=O)c(N3CC(C)OC(C)C3)nc12 (configuration not stated),3.6,-4.2,4.1,3.4,1.8,5.5,4.5,3.1,7.7
COc1ccc2cc(S(=O)(=O)N3CCCC3)ccc2c1,6.8,-17.5,7.7,0.9,5.9,9.8,2.2,-1.6,4.8
O=C(C1CCCN(S(=O)(=O)c2cc(Cl)ccc2Cl)C1)N1CCCC1 (configuration not stated),12.7,-5.5,8.6,4.3,0.2,4.4,1.7,9.0,5.2
Cc1ccc(NC(=O)CSc2nc3ccccc3c(=O)[nH]2)cc1[N+](=O)[O-],17.5,x,x,x,6.0,x,1.7,5.7,11.7
C=CCc1ccc(OCCOCCOc2ccc(C)cc2[N+](=O)[O-])c(OC)c1,-2.1,-17.8,4.7,2.1,6.7,0.1,7.3,5.3,-5.3
CC(=O)c1cccc(N(CC(=O)NCCc2ccccc2)C(=O)c2csnn2)c1,-4.8,-7.3,-1.7,-1.3,7.0,-9.5,13.8,0.0,-2.4
O=C1C=C(/C=C/c2ccccc2)C[C@@H](c2ccc3c(c2)OCO3)C1,-31.3,-4.8,7.1,0.3,-2.0,x,0.1,-1.1,0.2
COc1cc(CC(=O)OCC(=O)Nc2ccc3c(c2)OCCO3)cc(OC)c1OC,1.8,-6.4,-1.0,-2.4,-5.2,-1.8,4.6,4.5,5.2

An excerpt from above in order of molecular weight, falling:
canonical_smiles,PREPL inh,ZTA DNA inh,LYPLA2 counter,LYPLA1 inh,PAFAH1B3 FP inh,EBNA-1 inhibitor,PAFAH1B2 inh,pPAFAH FP inh,PAFAH2 inh
COc1ccc(CN2CCN(C(=O)Cn3c(=O)oc4cc(Cl)ccc43)CC2)c(OC)c1OC,8.9,-1.5,3.6,0.6,2.8,2.5,6.5,3.4,1.9
CC(=O)c1cccc(N(CC(=O)NCCc2ccccc2)C(=O)c2csnn2)c1,-4.8,-7.3,-1.7,-1.3,7.0,-9.5,13.8,0.0,-2.4
CCCCN1C(=O)C(O)(CC(=O)c2ccco2)c2cc(Br)ccc21 (configuration not stated),19.8,-5.5,3.7,-0.8,-6.7,-18.5,3.4,6.3,3.3

Random excerpt: 2 records from the list
canonical_smiles,PREPL inh,ZTA DNA inh,LYPLA2 counter,LYPLA1 inh,PAFAH1B3 FP inh,EBNA-1 inhibitor,PAFAH1B2 inh,pPAFAH FP inh,PAFAH2 inh
COc1ccc2oc(=O)c(N3C(=O)c4ccccc4C3=O)cc2c1,-4.2,-0.3,16.1,4.5,5.2,10.1,0.4,3.1,-4.0
CSCc1cc(N(C)C)nc(SCc2ccc(Cl)c(Cl)c2)n1,22.6,-1.0,-9.1,-8.1,11.1,-8.0,4.5,3.0,-2.0

Further records.
canonical_smiles,PREPL inh,ZTA DNA inh,LYPLA2 counter,LYPLA1 inh,PAFAH1B3 FP inh,EBNA-1 inhibitor,PAFAH1B2 inh,pPAFAH FP inh,PAFAH2 inh
CCN(CC)C(=O)CN1C(=O)c2cccc3cccc(c23)C1=O,-5.4,-7.8,1.6,-0.2,5.8,-1.9,7.5,-0.7,2.8
O=C(C1CCCC1)N1CCC(CC2CC(c3cccc(Br)c3)=NO2)(C(=O)NCC2CCCCC2)CC1 (configuration not stated),-4.8,5.0,2.1,-2.5,5.2,-5.2,0.2,13.1,-2.2
O=c1c2c(n3cnnc3n1C1CCCCC1)-c1ccccc1CC21CCCCC1,5.0,1.6,3.9,-4.1,2.9,8.2,0.5,5.4,8.1
CC1=C(C(=O)OCC2CCCO2)C(c2ccc(Cl)c(Cl)c2)NC(=O)N1 (configuration not stated),0.6,-6.7,3.9,-1.1,x,2.4,x,7.9,x
Cc1cnc(C(=O)OCC(=O)N2CCc3ccccc32)cn1,6.7,-6.0,4.4,0.9,4.0,0.8,-1.5,3.0,-2.5
COc1ccc(C(=O)/C=C/Nc2ccc(S(=O)(=O)Nc3cccc(C(C)=O)c3)cc2)cc1,4.9,3.7,8.7,-18.8,-6.7,14.8,4.1,-16.9,-10.9

Screening results from PubChem.
